RSV CPE inhibition – inhibition of RSV-induced cytopathic effect – HEp-2 cells, primary 10 µM value included (AID 2391); one-dose CPE inhibition, % at 10 µM; IC50 in µM for titrated hits; HEp-2 cells, RSV-induced CPE inhibition; higher % means a stronger effect; 310,000 compounds, 0.13% hits; in the data active = a potency from the dose series; note: strong numbers were not always called active
NTR1 agonist – agonists of NTR1, primary screen, imaging, U2OS cells, beta-arrestin-GFP, high content (AID 493036). P30989. 330,000 compounds, 0.17% hits. activation, % at 20 µM. NTR1-U2OS beta-arrestin-GFP spot imaging, agonist mode;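 active = activation at or above 40% of the spot to cytoplasm intensity ratio, with at least 20 cells analyzed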;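 note: 0% = DMSO without peptide and 100% = 100 nM NTR1 peptide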
Target sequence (P30989 whole entry, looked up): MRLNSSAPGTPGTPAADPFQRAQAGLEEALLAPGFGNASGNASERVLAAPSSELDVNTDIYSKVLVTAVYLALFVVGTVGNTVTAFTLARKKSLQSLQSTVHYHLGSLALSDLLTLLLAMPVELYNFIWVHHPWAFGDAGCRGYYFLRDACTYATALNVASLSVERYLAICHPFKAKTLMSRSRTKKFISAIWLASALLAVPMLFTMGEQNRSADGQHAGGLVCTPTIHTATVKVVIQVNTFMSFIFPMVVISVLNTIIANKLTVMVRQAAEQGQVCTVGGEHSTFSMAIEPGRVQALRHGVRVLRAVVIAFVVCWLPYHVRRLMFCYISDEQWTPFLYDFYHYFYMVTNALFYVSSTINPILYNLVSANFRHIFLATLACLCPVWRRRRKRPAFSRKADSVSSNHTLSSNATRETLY
MgcRacGAP inhibition – MgcRacGAP GTPase-activating activity inhibitors, confirmation, biochemical, ADP Hunter fluorescence. MgcRacGAP-stimulated Rac1 GTP hydrolysis, ADP Hunter fluorescence; higher % means a stronger effect; GST-tagged Rac1 F28L mutant substrate. inhibition, % at 30 µM, or IC50 in µM where a hit was titrated. 340,000 compounds, 0.6% hits. AID 624330;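 active = first-screen hits whose inhibition reached a set limit at any dose in the follow-up dose series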;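 note: fluorescence reports GDP produced by GAP-driven GTP hydrolysis; strong numbers were not always called active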
Dengue-2 NS5 capping – flavivirus cap methylation enzyme inhibition – biochemical, confirmation dose response, primary screen (AID 588689) | Dengue-2 NS5 methyltransferase capping enzyme assay, biochemical; higher % means a stronger effect | one-dose inhibition, % at 25 µM; IC50 in µM for titrated hits | 340,000 compounds, 0.3% hits; in the data active = a potency from the dose series
T cell HTS – T cell immune modulators affecting CD8 T cell-vesicle binding. 2C CD8+ T cell-vesicle binding, flow cytometry; active compounds read low. calls only at 7 µM. 330,000 compounds, 0.068% hits;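 active = response, share of CD8 T cells binding vesicles, and their 90th percentile fluorescence all below set limits, cut at about 80% in these data, passing the limit was not always enough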
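Test system: purified 2C TCR transgenic mouse naive CD8+ T cells. Probe or stimulus: QL9-peptide-loaded Drosophila micro-vesicles bearing Ld, ICAM-1 and B7-1. Incubation: binding step 1.5 h, 37 °C, antibody labelling 20 min, ice. Measured by: flow cytometry of vesicle-bound cells.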
PhoP inhibition – inhibitors of PhoP regulon expression, primary screen, Salmonella Typhimurium, GFP reporter (AID 1863) | S. Typhimurium PhoP-regulated promoter GFP reporter, 4 h; higher % means a stronger effect | one-dose inhibition, % at 50 µM; IC50 in µM for titrated hits | 300,000 compounds, 0.16% hits;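 active = inhibition over 29.93%, a cutoff 3 SD above the screen mean, later confirmed by dose response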;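 note: 0% = low Mg2+ inducing control and 100% = high Mg2+ repressing control; strong numbers were not always called active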
West Nile antiviral – inhibition of WNV-induced cytopathic effect – cell-based, CPE readout (AID 1621); West Nile virus-infected cells, CPE inhibition; higher % means a stronger effect; CPE inhibition, % at 10 µM, or IC50 in µM where a hit was titrated; 290,000 compounds, 0.02% hits; in the data active = a potency from the dose series; note: strong numbers were not always called active
K1F lysis inhibition – inhibition of K1F phage lysis, E. coli UTI89, bacterial capsule biogenesis inhibitors, alamar blue (AID 488966); E. coli UTI89 K1F phage lysis, alamar blue, 2 h; higher % means a stronger effect; inhibition, % at 100 µM, or IC50 in µM where a hit was titrated; 340,000 compounds, 0.02% hits;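 active = phage lysis inhibition, versus mean bacterial control, above a set limit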;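 note: capsule biogenesis inhibitors block K1F phage lysis so surviving cells raise fluorescence; higher fluorescence means more inhibition of phage lysis; actives were called in the ten point dose series up to 300 µM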
Large T inhibition – TAg ATPase/helicase activity blockers – biochemical (AID 1903); 310,000 compounds, 0.39% hits; one-dose inhibition, % at 20 µM; IC50 in µM for titrated hits; SV40 large T antigen ATPase/helicase inhibition assay; higher % means a stronger effect; in the data active = a potency from the dose series; note: strong numbers were not always called active
T cell HTS vesicle-bound % – also measured in T cell HTS; calls as there; double positive events, %; measured here: CD8+ vesicle-bound cell fraction;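 binding gate set so that unloaded-vesicle control wells show 10% double positive cells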
NTR1 agonist cell count 20 µM – recorded beside NTR1 agonist, whose call it bears; cell count; measured here: cell count, cytotoxicity flag
Dengue-2 NS5 capping pilot replicate – further read-out of Dengue-2 NS5 capping, marked with its call; inhibition, %; measured here: pilot screen replicate inhibition
An asterisk follows results filed as active; i = inactive; . = not tested or not shown; [ ] = another dose, or the depositor's remark.

SMILES	RSV CPE inhibition	NTR1 agonist	NTR1 agonist cell count 20 µM	MgcRacGAP inhibition	Dengue-2 NS5 capping	T cell HTS	T cell HTS vesicle-bound %	PhoP inhibition	West Nile antiviral	K1F lysis inhibition	Large T inhibition	others
COC(=O)c1cc(O)cc(OC)c1C(=O)c1c(O)cc(C)cc1O	0.5%	0.0	79	4%	-8%	i	14	2%	0.0%	0.4%	5%
Cc1ccnn1-c1ccc(C(=O)N2CCCN(S(=O)(=O)c3ccc(F)cc3)CC2)cc1	1.6%	-1.5	68	4%	-11%	i	24	.	.	0.3%[50 µM]	.
Cc1nn(C)c(Cl)c1C(=O)NCC(=O)NCc1ccccc1	-0.6%	1.7	69	10%	-2%	i	19	-3%	1.0%	0.1%	3%
Cc1cc(C(=O)CSc2nnnn2C)c(C)n1C1CC1	0.4%	-1.4	45	13%	-5%	i	27	-2%	0.6%	-0.2%	19%
Cc1cc(C(=O)c2cnc(/N=C/N(C)C)s2)c(F)cc1Cl	1.6%	-0.5	49	6%	0%	i	35	-13%	-0.2%	0.3%	-1%
CC(C)Cn1c(=O)c(C(=O)Nc2cnccn2)c(O)c2ccccc21	1.2%	-0.1	43	-1%	-5%	i	24	-5%	-0.1%	0.6%	8%
CS/C(=C(/C#N)S(=O)(=O)c1ccc(Cl)cc1)N1CCOCC1	.	-0.8	52	.	.	i	31	-2%	1.1%	.	3%
NS(=O)(=O)c1cc(C(=O)OCC(=O)NC2CC2)ccc1Cl	1.9%	-0.9	50	6%	-3%	i	1	3%	0.2%	1.2%	11%
COc1ccc(CC(=O)NCC(=O)Nc2ccccc2Br)cc1	0.5%	2.3	54	1%	-6%	i	36	4%	0.5%	0.7%	5%
CCOC1(OCC)N=C(N)C2(C#N)C(c3cccc(C)c3)C12C#N (centres undefined)	3.5%	0.1	37	11%	2%	i	51	-8%	0.3%	0.2%	3%
COc1ccc(CCN=C(C)C2=C(O)C(c3ccccc3)OC2=O)cc1OC (centres undefined)	2.7%	1.1	54	0%	-7%	i	41	10%	-0.8%	-0.5%	9%
Cc1ccc(Cn2c(SCC(=O)N3CC(=O)Nc4ccccc43)nc3ccccc3c2=O)cc1	42µM*	3.8	53	10%	-3%	i	44	9%	-0.4%	5.1%	2%
O=C(CCN1C(=O)S/C(=C\c2ccccc2)C1=O)NC1CCS(=O)(=O)C1 (centres undefined)	2.2%	0.3	52	7%	-7%	i	7	0%	-1.3%	0.1%	12%
O=C(NC1CCCCC1)C(c1cccs1)N(CCCN1CCOCC1)C(=O)c1ccc(-c2ccccc2)[nH]1 (centres undefined)	-2.1%	0.7	60	1%	2%	i	37	-4%	-1.3%	3.1%	9%
CCN(CC)C(=O)c1cc2cc([N+](=O)[O-])ccc2s1	1.4%	1.5	53	-8%	.	i	34	4%	-0.1%	-0.1%	3%
CCN(C#N)c1nc(NC(C)C)nc(NC(C)C)n1	0.3%	0.5	80	4%	-6%	i	23	15%	0.1%	0.7%	5%
O=C(c1ccc(COc2ccccc2Br)o1)N1N=C(C(F)F)CC1(O)C(F)F (centres undefined)	1.4%	0.4	51	0%	5%	i	36	8%	0.1%	-0.8%	13%
CN(C)S(=O)(=O)c1cccc(-c2nnc(SCCNCCO)n2-c2ccc(F)cc2)c1	-0.8%	1.5	42	32%	16%	i	14	-7%	0.1%	-0.2%	1%
CC(C)(C)Nc1cccccc1=O	0.8%	-2.6	57	10%	2%	i	39	12%	0.4%	0.7%	8%
COc1cc(/C=N/NC(=O)c2cc(-c3cccs3)nc3ccccc23)ccc1O	3.3%	3.4	49	20%	2%	i	41	-2%	0.1%	1.9%[50 µM]	19%
CCOc1ccccc1NC(=O)NCc1ccccn1	1.3%	0.6	55	11%	5%	i	7	3%	-0.4%	1.1%[50 µM]	10%
COc1ccc(S(=O)(=O)N2CCC(O)(c3ccc(Cl)cc3)CC2)cc1OC	.	0.8	48	14%	0%	i	32	-5%	-1.1%	0.5%	5%
O=C(CN1CCCCCCC1)NC(=O)NC1CCCCC1	-1.5%	0.9	47	-2%	-15%	i	40	0%	0.9%	-0.7%	4%
Cc1cccc(N2CC(C(=O)O)CC2=O)c1 (centres undefined)	2.8%	-3.0	80	2%	5%	i	28	-7%	0.1%	0.4%	-3%
CC(c1ccccc1)C1C(C#N)=C(N)SC(N)=C1C#N (centres undefined)	0.7%	2.8	54	7%	-14%	i	42	20%	0.4%	-2.1%[50 µM]	12%
COC(=O)NC(NC(=S)Nc1ccccc1OC)C(Cl)(Cl)Cl (centres undefined)	1.4%	1.1	69	5%	-10%	i	30	-2%	-0.2%	1.7%[50 µM]	4%
CC1(c2nnc(Cc3ccccc3)o2)CC(c2ccccc2F)=NO1 (centres undefined)	2.5%	-1.8	52	4%	5%	i	43	.	.	1.5%	9%
CCOc1ccc(NS(=O)(=O)c2csc(C(N)=O)c2)cc1	-0.3%	-0.8	42	7%	-1%	i	22	1%	-1.6%	0.3%	9%
Cc1ccc(C(=O)C2CCN(CC(=O)NC3CCCC3)CC2)cc1	1.5%	-1.5	61	2%	-5%	i	35	2%	-1.2%	0.3%	19%
Cc1nn(C(=O)c2ccco2)c(C)c1Sc1ccccc1	0.6%	0.6	50	-4%	0%	i	54	3%	0.1%	-0.2%	1%
O=C(Cc1ccccc1)NCC(=O)OCc1cccc([N+](=O)[O-])c1	2.5%	0.2	75	10%	1%	i	5	-5%	-0.3%	1.9%[50 µM]	-21%
CC(=O)Nc1ccc(S(=O)(=O)NCC2CCC(C(=O)NCCC(C)C)CC2)cc1 (centres undefined)	2.4%	-0.6	42	11%	-2%	i	17	8%	-0.1%	1.3%	20%
CN(CC(=O)Nc1ccccc1Cl)C(=O)c1cccc(S(=O)(=O)N2CCN(c3ccc(F)cc3)CC2)c1	4.5%	1.9	46	2%	-8%	i	62	-2%	-0.7%	0.6%	6%
CCOC(=O)C(CC)(CCC(=O)O)c1csc(N)n1 (centres undefined)	0.9%	-2.2	90	8%	-3%	i	62	0%	-0.2%	0.8%	24%
O=C(c1cc2ccccc2oc1=O)N(Cc1cccc(Br)c1)C1CCS(=O)(=O)C1 (centres undefined)	0.9%	1.1	48	-4%	8%	i	21	-11%	-0.7%	-1.8%	2%
COc1ccccc1OCC(=O)NC1CCCCCCC1	.	1.7	64	2%	0%	i	33	.	.	0.4%[50 µM]	.
O=C(CCN1CCN(c2ccccc2)CC1)Nc1ccc(Cl)cc1	13%	-2.7	90	7%	-7%	i	29	-6%	0.1%	8.2%	6%
OC(COCCOc1ccc(Br)cc1)CN1CCCCC1 (centres undefined)	-0.8%	3.1	44	2%	-3%	i	36	15%	-0.7%	4.7%	7%
Cc1ccc2c(c1)C(O)(CC(=O)/C=C/C=C/c1ccccc1)C(=O)N2 (centres undefined)	1.3%	-0.5	46	9%	-4%	i	46	3%	-0.9%	7.0%	-22%
O=C(N/N=C/C(Cl)=C/c1ccc([N+](=O)[O-])cc1)C(=O)Nc1ccccc1C(=O)O	-1.2%	0.8	55	18%	39%	i	12	2%	0.2%	-0.2%	32%
COc1ccccc1C(=O)Nc1cccc(C(=O)c2ccccc2)c1	15%	2.9	62	13%	-2%	i	48	4%	-1.4%	0.4%	3%
Cc1nn(Cc2ccccc2Cl)c(C)c1C(=O)NCC(c1cccs1)N1CCOCC1 (centres undefined)	18%	-1.2	61	12%	-3%	i	45	-3%	.	-0.2%	9%
Cc1cc(N2CCOCC2)nc2ccc(NC(=O)CCC(=O)N3CCN(c4ccccc4)CC3)cc12	1.4%	-1.5	48	5%	-11%	i	44	7%	0.0%	0.0%	7%
COc1ccc(N2Cc3ccccc3C2=NC(=O)c2cncc(Br)c2)cc1	-0.9%	1.5	35	7%	-2%	i	25	-2%	0.9%	1.7%	12%
CCC(=NCCc1ccccc1)C1=C(O)CCC1=O	0.8%	-0.5	62	5%	-6%	i	39	-2%	0.3%	7.2%	0%
CC(C)NC(=O)C(=O)NCCCN1CCOCC1	-1.3%	0.0	54	4%	.	i	54	7%	0.3%	0.1%	17%
N#Cc1ccc(C2=NC(C(F)(F)F)(C(F)(F)F)c3c(n(Cc4ccco4)c(=O)[nH]c3=O)N2)cc1	16%	-0.7	56	4%	0%	i	23	2%	0.6%	0.8%	12%	Dengue-2 NS5 capping pilot replicate=4.2

Gathered by group, the entries above with an aryl methoxy group
SMILES	RSV CPE inhibition	NTR1 agonist	NTR1 agonist cell count 20 µM	MgcRacGAP inhibition	Dengue-2 NS5 capping	T cell HTS	T cell HTS vesicle-bound %	PhoP inhibition	West Nile antiviral	K1F lysis inhibition	Large T inhibition	others
COC(=O)c1cc(O)cc(OC)c1C(=O)c1c(O)cc(C)cc1O	0.5%	0.0	79	4%	-8%	i	14	2%	0.0%	0.4%	5%
COc1ccc(CC(=O)NCC(=O)Nc2ccccc2Br)cc1	0.5%	2.3	54	1%	-6%	i	36	4%	0.5%	0.7%	5%
COc1ccc(CCN=C(C)C2=C(O)C(c3ccccc3)OC2=O)cc1OC (centres undefined)	2.7%	1.1	54	0%	-7%	i	41	10%	-0.8%	-0.5%	9%
COc1cc(/C=N/NC(=O)c2cc(-c3cccs3)nc3ccccc23)ccc1O	3.3%	3.4	49	20%	2%	i	41	-2%	0.1%	1.9%[50 µM]	19%
COc1ccc(S(=O)(=O)N2CCC(O)(c3ccc(Cl)cc3)CC2)cc1OC	.	0.8	48	14%	0%	i	32	-5%	-1.1%	0.5%	5%
COC(=O)NC(NC(=S)Nc1ccccc1OC)C(Cl)(Cl)Cl (centres undefined)	1.4%	1.1	69	5%	-10%	i	30	-2%	-0.2%	1.7%[50 µM]	4%
COc1ccccc1OCC(=O)NC1CCCCCCC1	.	1.7	64	2%	0%	i	33	.	.	0.4%[50 µM]	.
COc1ccccc1C(=O)Nc1cccc(C(=O)c2ccccc2)c1	15%	2.9	62	13%	-2%	i	48	4%	-1.4%	0.4%	3%
COc1ccc(N2Cc3ccccc3C2=NC(=O)c2cncc(Br)c2)cc1	-0.9%	1.5	35	7%	-2%	i	25	-2%	0.9%	1.7%	12%
